# PI4K2A block: PI4K2A (human) kinase inhibition. Q9BTU6. purified PI4K2A, ADP-Glo luminescence, 1 h; stronger effect = lower value. activity change, negative = inhibition, % at 76.9 µM. 420,000 tested, 0.13% active. AID 1346378; in the data active = activity change below about -50%; inconclusive = mostly about -30% to -49%;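 note: -100% = wells without enzyme as full effect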
# Target sequence (Q9BTU6 whole entry, looked up): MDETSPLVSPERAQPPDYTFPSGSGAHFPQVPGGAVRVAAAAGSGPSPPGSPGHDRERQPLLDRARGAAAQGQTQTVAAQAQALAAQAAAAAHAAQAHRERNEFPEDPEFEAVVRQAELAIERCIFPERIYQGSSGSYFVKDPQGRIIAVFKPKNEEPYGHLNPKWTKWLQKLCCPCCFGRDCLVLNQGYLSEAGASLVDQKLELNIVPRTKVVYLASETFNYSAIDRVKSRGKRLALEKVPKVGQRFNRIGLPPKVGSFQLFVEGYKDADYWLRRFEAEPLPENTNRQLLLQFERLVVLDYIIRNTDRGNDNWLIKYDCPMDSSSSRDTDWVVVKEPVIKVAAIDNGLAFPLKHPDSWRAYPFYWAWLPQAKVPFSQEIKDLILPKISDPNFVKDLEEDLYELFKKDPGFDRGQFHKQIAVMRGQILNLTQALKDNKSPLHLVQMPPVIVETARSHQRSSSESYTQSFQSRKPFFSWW
#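 In this quantitative HTS, ADP production by PI4K2A was quantified luminescently after 1 h at ambient temperature; 100 microM adenosine served as plate-quality control.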
# JMJD2A Tudor inh: inhibitors of human JMJD2A Tudor domain. Potency, µM (titrated, usually from 114 µM), inactives show at the top dose activity change, negative = inhibition, hits mostly inhibitors. 390,000 tested, 4.4% active. AlphaScreen JMJD2A-Tudor / H3K4me3 peptide binding; note: potency is the fitted concentration of half-maximal effect; % is set by controls: 0 for no effect and ±100 for the full control effect; nearly all actives have a fitted effect of over 50% in size
# G9a block: blocks human histone lysine methyltransferase G9a; Q96KQ7; G9a H3K9 monomethylation, AlphaScreen, 2 h; Potency, µM (top dose mostly 102 µM), for inactives: at the highest dose activity, negative = inhibition, usual class: inhibitors; 350,000 tested, 8.8% active; note: potency is the fitted concentration of half-maximal effect; % is set by controls: 0 for no effect and ±100 for the full control effect; nearly all actives have a fitted effect of over 75% in size
#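 G9a (20 nM) preincubated 15 min RT with compounds, then 500 nM biotinylated H3K9 peptide and 20 uM SAM added; 2 h RT reaction. Monomethyl-H3K9 product detected by AlphaScreen with anti-H3K9me1 antibody, streptavidin donor and anti-rabbit IgG acceptor beads.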
# Pin1 inhibitor: human Pin1 inhibition; Pin1 FP peptide displacement, HiFluor488, 10 min; Potency, µM (titrated, usually from 115 µM), inactives show at the top dose activity, negative = inhibition, usual class: inhibitors; AID 504891; Q13526; 390,000 tested, 0.009% active; active = well fitted inhibition curve with a large enough effect in the polarisation, with a control signal flat, not every such curve was filed as active; inconclusive = small, poorly fitted or top-dose-only effect, or effect the other way, or a change in a side signal; inactive = no such curve, though single readings can be large or run the other way; the % refers to the polarisation; note: potency is the fitted concentration of half-maximal effect; % is set by controls: 0 for no effect and ±100 for the full control effect
# Target sequence (Q13526 whole entry, looked up): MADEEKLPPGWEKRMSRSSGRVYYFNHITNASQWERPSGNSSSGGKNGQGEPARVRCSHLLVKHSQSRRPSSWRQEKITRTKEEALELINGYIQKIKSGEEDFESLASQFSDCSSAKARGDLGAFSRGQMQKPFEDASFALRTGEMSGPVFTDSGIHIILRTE
# BAZ2B block: blocks human BAZ2B. Q9UIF8. AlphaScreen BAZ2B-H3K14Ac peptide displacement. Potency, µM (titrated, usually from 114 µM), for inactives: at the top dose activity change, negative = inhibition, most hits filed as inhibitors. 360,000 tested, 4.4% active. AID 504333; note: potency is the fitted concentration of half-maximal effect; % is set by controls: 0 for no effect and ±100 for the full control effect; nearly all actives have a fitted effect of over 60% in size
#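 BAZ2B 50 nM plus b-H3(5-23)K14Ac 50 nM, PBS pH 7.4/0.01% Tween-20, 30 min RT; compound added (max 110 uM), 30 min RT; streptavidin donor/Ni-chelate acceptor beads 10 ug/mL final, 20 min dark; AlphaScreen read.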
# Tb PGK inh: T. brucei PGK inhibition. P07378. PGK/GAPDH coupled, Kinase-Glo luminescence, 60 min. Potency, µM (series often up to 57.5 µM), inactives show top-dose activity change, negative = inhibition, usual class: inhibitors. 380,000 tested, 0.043% active; note: potency is the fitted concentration of half-maximal effect; % is set by controls: 0 for no effect and ±100 for the full control effect; nearly all actives have a fitted effect of over 60% in size
# Target sequence (P07378 whole entry, looked up): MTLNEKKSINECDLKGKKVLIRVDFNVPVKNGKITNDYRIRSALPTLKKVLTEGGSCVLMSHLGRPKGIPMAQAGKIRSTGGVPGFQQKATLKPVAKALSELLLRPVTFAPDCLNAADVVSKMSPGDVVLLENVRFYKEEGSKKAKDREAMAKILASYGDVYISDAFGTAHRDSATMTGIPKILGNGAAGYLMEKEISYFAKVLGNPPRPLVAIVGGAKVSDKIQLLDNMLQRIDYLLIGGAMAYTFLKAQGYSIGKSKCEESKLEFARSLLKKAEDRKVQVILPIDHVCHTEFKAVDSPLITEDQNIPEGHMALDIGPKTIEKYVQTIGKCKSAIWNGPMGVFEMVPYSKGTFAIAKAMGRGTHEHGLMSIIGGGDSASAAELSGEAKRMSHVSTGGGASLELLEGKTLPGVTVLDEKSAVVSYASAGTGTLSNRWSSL
#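 Luminescent ATP detection (Kinase-Glo Plus) follows a 60-minute room-temperature incubation, with wells lacking PGK as controls. Buffer: 100 mM TEA (pH 7.6), 5 mM MgCl2, 0.01% Tween-20. Coupling enzyme GAPDH (100 nM final) supplies unstable 1,3-BPG in-well.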
# ERG-DNA inh: ERG Ets/DNA interaction inhibition. fluorescence polarization, His-ERG Ets domain / labelled DNA. 370,000 tested, 0.028% active. P11308. AID 624246. Potency, µM (doses to about 76.9 µM), for inactives: at the highest dose FP activity, negative = inhibition, actives largely listed as inhibitors; active = well fitted inhibition curve with a large enough effect in the polarisation, with a control signal flat; inconclusive = small, poorly fitted or top-dose-only effect, or effect the other way, or a change in a side signal; inactive = no such curve, though single readings can be large or run the other way; the % refers to the polarisation;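 note: polarization taken with two DNA probes labelled with fluorescein and Texas red; potency is the fitted concentration of half-maximal effect; % of control where 0% means no effect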
#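 His-tagged ERG Ets domain (1 uM in the protein solution; 300mM KCl, 50mM Tris-HCl, 1mM EDTA, 1mM DTT, pH 7.5) received compound, then a probe mix of 5 nM fluorescein-DNA and 100nM Texas-615-DNA. Fluorescence polarization was read for both dyes.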
# HP1b chromo inh: HP1-beta chromodomain-methylated histone interaction inhibition; Potency, µM (titrated, usually from 114 µM), inactives show at the highest dose activity change, negative = inhibition, usual class: inhibitors; AID 540317; AlphaScreen HP1-beta / biotin-H3K9me3 peptide binding; P83916; 390,000 tested, 0.56% active; note: potency is the fitted concentration of half-maximal effect; nearly all actives have a fitted effect of over 70% in size; inactives centre near 23
#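 HP1-beta protein (50 nM final) preincubated 30 min at room temperature with biotinylated H3(1-18)K9me3 peptide (50 nM) in PBS pH 7.4, 0.01% Tween-20, then compound added for 30 min. AlphaScreen streptavidin donor/nickel chelate acceptor beads (10 ug/mL final), 30 min dark, luminescence read.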
# GLS inh: inhibitors of human glutaminase (GLS); GLS enzymatic activity, qHTS titration; Potency, µM (top dose mostly 45.5 µM), inactives show at the highest dose activity change, negative = inhibition, usual class: inhibitors; 410,000 tested, 0.21% active; note: potency is the fitted concentration of half-maximal effect; % is set by controls: 0 for no effect and ±100 for the full control effect
#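 Read-out is an Amplex red fluorescence increase coupled through glutamate oxidase and HRP, measured before and after 30 min room-temperature incubation. hKGA is in 45 mM KH2PO4 (pH 8.2) with 0.02% Tween-20; glutamine added as 1mM solution.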
# * hit, by the source's call; i = inactive; ? = inconclusive; · = no result given; & = joins results of further samples; [ ] = dose if it differs, or a comment. Unless noted, calls come from the whole dose curve; as a rule, active = well fitted curve in the direction sought with a large enough effect; inconclusive = small, poorly fitted or top-dose-only effect, or another doubt; inactive = no such curve, though single readings can be large; an effect the other way counts as inactive or inconclusive. Hits appear at their usual frequency; any-hit rate near 11%.
no. | PI4K2A block | JMJD2A Tudor inh | G9a block | Pin1 inhibitor | BAZ2B block | Tb PGK inh | ERG-DNA inh | HP1b chromo inh | GLS inh | Structure
1 | 4 | -12% | · | 26% | -7% | 8% | -2% | 49%[activator] | -1% | O=C(O)CCCN1C(=O)c2cccc3cccc(c23)C1=O
2 | 4 | -9% | -6%[59 µM] | 2% | 6% | 1% | -2% | 17% | -2% | CC(NC(=O)c1ccccc1Br)c1nnc(SCc2ccc([N+](=O)[O-])cc2)n1C (centres undefined)
3 | -3 | -9% | 10%[59 µM] | 2% | 0% | 5% | 0% | 50%[activator] | 2% | CCCc1nnc(NC(=O)Cc2coc3ccc(C)cc23)s1
4 | 3&1 | -6%&-4% | 27% | -2%&0% | -4%&5% | -3%&8% | 19%&4% | 2%&25% | 2%&8% | Cc1ccc(NC(=O)N2CCC(c3ccccc3)C2)cc1C (centres undefined)
5 | -1 | -13% | 45µM* | 2% | 15% | 0% | -3% | 1% | 41%[activator] | CCC1(C)Cc2c(sc3nc(NN)n(C)c(=O)c23)CO1 (centres undefined)
6 | -2 | -14% | · | -1% | · | i | -6% | 55%[activator] | 3% | O=C(Nc1ccc(C(=O)N2CCCC2)cc1)C1CC1
7 | 2 | -7% | 38%[activator] | -4% | -9% | -1% | -12% | 23% | 19% | Cc1nn2c(-c3ccncc3)ccnc2c1Br
8 | -1 | -7% | -17%[59 µM] | 6% | -24% | 2% | -2% | 34% | 5% | COc1ccc(S(=O)(=O)CC(=O)Nc2ccccc2Cl)cc1
9 | 4 | -3% | 56µM* | -2% | -11% | -8% | 15% | 48%[activator] | -7% | CN1CCN(C(=O)C23CC4CC(C)(CC(C)(C4)C2)C3)CC1
10 | -3 | -3% | 10%[0.501 µM] | 5% | -2% | -8% | 3% | 26% | 1% | COC(=O)c1c(NC(=O)COC(=O)c2ccc(Cl)nc2)sc(C)c1C
11 | -1 | 1% | -12%[59 µM] | -1% | 7% | -7% | 11% | 4% | 3% | CSc1nc(N)c2c(C)c(C)sc2n1
12 | -2 | -1% | 17%[59 µM] | ? | -22% | -2% | 7% | 40%[activator] | · | CCOC(=O)c1cnc(SCc2nc(N)nc(Nc3ccc(OC)cc3)n2)nc1N
13 | 2 | 16% | 43% | -2% | 5% | -3% | ? | 81%[activator] | -12% | COc1ccc(CC(=O)OCC(=O)c2ccc(OC)cc2)cc1
14 | 4 | -24% | -5%[59 µM] | -3% | 11% | -4% | 9% | 34% | -2% | CC(O)c1nc2ccccc2n1CCOc1ccccc1 (centres undefined)
15 | 2 | -21% | · | 21% | · | 3% | 3% | 16% | 16% | CN(C(=O)c1cccc(NC(=O)Cc2ccc(NC(=O)C3CCCN(C(=O)CCc4ccccc4)C3)cc2)c1)C1CCC1 (centres undefined)
16 | 2 | 0% | -7%[59 µM] | 1% | -4% | 1% | -5% | 64%[activator] | 0% | Cc1ccc(N(Cc2cccs2)C(=O)c2ccco2)cc1
17 | -7 | -16% | -8% | -3% | -31% | 4% | 3% | 27% | 5% | Cc1cc(C)cc(Oc2nn[nH]n2)c1
18 | 8 | -18% | ? | 0% | -3% | -2% | 5% | 1% | 11% | Cc1ccc(C)c(CN2C(=O)C(=O)c3ccccc32)c1
19 | -9 | -1% | 15% | -7% | -23% | -7% | 1% | 20% | -1% | O=c1[nH]c2c(cnn2-c2ccc(Cl)cc2)c(=O)n1-c1cccc(Cl)c1
20 | 2 | -20% | 7%[2.33 µM] | 0% | -6% | -4% | 0% | 23% | -19% | Cc1ccc(SC(C)C(=O)Nc2ccncc2)cc1 (centres undefined)
21 | 5 | 2% | 34% | 8% | -16% | -7% | -2% | 17% | -13% | Cc1ccccc1N1CCN(S(=O)(=O)c2nnc(NC(=O)c3ccc(F)cc3)s2)CC1
22 | -3 | -22% | -28%[59 µM] | -2% | -18% | -1% | -5% | 8%[57 µM] | 9% | Cn1cc(S(=O)(=O)N2CCCCCC2)cc1C(=O)N1CCN(c2cccc(C(F)(F)F)c2)CC1
23 | 9 | -3% | 50µM* | 0% | -3% | -3% | -10% | 53%[activator] | 1% | CCCS(=O)(=O)c1nc(S(=O)(=O)c2ccc(C)cc2)c(N2CC(C)OC(C)C2)s1 (centres undefined)
24 | 1 | 3.2µM* | 7.1µM* | -1% | 11µM* | 0% | -6% | ? | 0% | O=C(Nc1cccc2ncccc12)c1ccc(Cl)cc1
25 | -8 | -8% | -15%[59 µM] | 1% | -30% | -3% | 1% | 40%[activator] | -1% | CCOCCCN(C(=O)Cn1nnc2ccccc21)C(C(=O)NCc1ccco1)c1ccncc1 (centres undefined)
26 | 9 | -23% | ? | 0% | 2% | -2% | 8% | 25% | 4% | CCN(CC)CCNC(=O)C1c2ccccc2Oc2ccccc21
27 | 1 | -2% | 20% | -14% | 9% | -2% | 14% | 18% | -1% | CCc1cccc(C)c1N1C(=O)CN(Cc2ccccc2)C1=S
28 | -1 | -15% | -19%[59 µM] | 32%[activator] | -29% | · | -19% | 24% | 6% | CCCCCn1c(NC(=O)c2ccco2)c(S(=O)(=O)c2ccc(C)cc2)c2nc3ccccc3nc21
29 | 0 | 0% | ? | 1% | -27% | -5% | 0% | 41%[activator] | 1% | CCCNC(=O)N1[C@H](c2cccs2)[C@@H](C)C(=O)[C@@H](C)[C@@H]1c1cccs1
30 | -3 | 1µM* | ? | -7% | ? | -3% | 9% | 12% | -32% | COCCn1c(NC(=S)NC(=O)C2CC2)cc(=O)[nH]c1=O
31 | -2 | -1% | ? | 34%[activator] | -2% | -5% | -11% | 51%[activator] | -9% | COc1ccccc1Nc1nc(-c2ccc(F)cc2)c2c(n1)-c1ccccc1OC2
32 | -17 | 0% | -2% | 4% | 1% | 3% | 7% | 16% | 0% | CN1C2CCC1CC(NC(=O)c1ccc(Cl)cc1)C2 (centres undefined)
33 | -1 | 4% | 32% | -9% | -8% | 1% | 4% | 53%[activator] | 1% | Clc1ccc(-c2nc3cnccn3c2NC2CCCC2)cc1
34 | 2 | -22% | · | 2% | 45µM* | -6% | -6% | -13% | 41% | COc1cccc(NC(=O)Cn2c(CCC(=O)O)ccc2-c2ccc(Cl)cc2)c1
35 | -1 | -16% | 11%[12.7 µM] | 1% | 10% | 0% | 5% | 2% | 15% | Fc1ccc2[nH]c3c(N4CCSCC4)ncnc3c2c1
36 | -1&0 | -15%&0% | 25%[59 µM] | 1%&1% | ? | 0%&5% | -10%&-4% | 7%&41% | -2%&16% | COc1ccc(NC(=O)c2ccco2)cc1NC(=O)COc1ccccc1
37 | -4 | -12% | · | 8% | · | i | -1% | 24% | -1% | C=CCC[C@@H](Cc1ccc(F)cc1)C(=O)OC[C@@H]1CCCN1C(=O)[C@@H](CC=C)CC(=O)N(CCO)Cc1ccccc1
38 | 5 | 22µM* | -116%[59 µM] | 7% | ? | -6% | -3% | ? | -1% | O=C(CCNc1ccc(Cc2ccncc2)cc1)c1ccc([N+](=O)[O-])cc1
39 | 6 | -1%[57.1 µM] | 9%[12.7 µM] | -2% | -4% | -9% | -15% | 35% | 3% | CCc1c(C)nc2ncnn2c1N1CCCC(C(=O)NCc2cccs2)C1 (centres undefined)
40 | 2 | 8%[57.1 µM] | 18%[59 µM] | -1% | 0% | -14% | -2% | 45%[activator] | 0% | O=S(=O)(NCC1CCCO1)c1ccc(S(=O)(=O)N(Cc2ccc(F)cc2)Cc2ccccn2)cc1 (centres undefined)
41 | -4 | -13% | ? | 4% | -3% | 3% | -5% | 40% | 14% | Cc1cc(OCc2nn[nH]n2)c2c(-c3ccccc3)cc(=O)oc2c1

# Grouped by structure: those above containing an aryl methoxy group
no. | PI4K2A block | JMJD2A Tudor inh | G9a block | Pin1 inhibitor | BAZ2B block | Tb PGK inh | ERG-DNA inh | HP1b chromo inh | GLS inh | Structure
8 | -1 | -7% | -17%[59 µM] | 6% | -24% | 2% | -2% | 34% | 5% | COc1ccc(S(=O)(=O)CC(=O)Nc2ccccc2Cl)cc1
12 | -2 | -1% | 17%[59 µM] | ? | -22% | -2% | 7% | 40%[activator] | · | CCOC(=O)c1cnc(SCc2nc(N)nc(Nc3ccc(OC)cc3)n2)nc1N
13 | 2 | 16% | 43% | -2% | 5% | -3% | ? | 81%[activator] | -12% | COc1ccc(CC(=O)OCC(=O)c2ccc(OC)cc2)cc1
31 | -2 | -1% | ? | 34%[activator] | -2% | -5% | -11% | 51%[activator] | -9% | COc1ccccc1Nc1nc(-c2ccc(F)cc2)c2c(n1)-c1ccccc1OC2
34 | 2 | -22% | · | 2% | 45µM* | -6% | -6% | -13% | 41% | COc1cccc(NC(=O)Cn2c(CCC(=O)O)ccc2-c2ccc(Cl)cc2)c1
36 | -1&0 | -15%&0% | 25%[59 µM] | 1%&1% | ? | 0%&5% | -10%&-4% | 7%&41% | -2%&16% | COc1ccc(NC(=O)c2ccco2)cc1NC(=O)COc1ccccc1

# Screening data deposited in PubChem BioAssay by National Center for Advancing Translational Sciences (NCATS).
